Kir21 inh: inhibitors of mouse Kir2.1 inward-rectifier potassium channel; HEK293-Kir2.1, FluxOR thallium flux fluorescence; active compounds read low; B-score at 10 µM; 310,000 tested, 0.85% active; AID 1672;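 active = fluorescence ratio B-score at or below minus 3 SD of library scores, with starting-brightness B-score within 2 SD, cut at about -4.2 in these data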;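 also: channel flux triggered by added potassium and thallium sulfate stimulus; B-score of peak minus minimum fluorescence over baseline after thallium stimulus; more negative B-score means stronger Kir2.1 block with less thallium influx; some compounds called inactive have numbers as strong as hits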
Target sequence (P35561 whole entry, looked up): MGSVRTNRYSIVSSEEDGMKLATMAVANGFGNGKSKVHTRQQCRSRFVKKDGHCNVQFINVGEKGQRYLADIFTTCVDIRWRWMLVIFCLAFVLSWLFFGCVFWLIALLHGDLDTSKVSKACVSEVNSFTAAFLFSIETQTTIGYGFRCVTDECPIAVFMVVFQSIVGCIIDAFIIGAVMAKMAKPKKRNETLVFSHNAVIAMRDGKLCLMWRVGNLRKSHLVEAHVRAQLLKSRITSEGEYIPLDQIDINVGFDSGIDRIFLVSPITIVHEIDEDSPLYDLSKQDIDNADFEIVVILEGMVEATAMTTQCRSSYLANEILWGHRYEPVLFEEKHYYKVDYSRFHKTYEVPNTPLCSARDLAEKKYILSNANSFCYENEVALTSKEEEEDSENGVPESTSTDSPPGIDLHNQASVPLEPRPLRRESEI
STK33 kinase inh: human STK33 kinase inhibition. Q9BYT3. purified STK33, MBP phosphorylation, ADP-Glo luminescence. inhibition, % at 10 µM. 320,000 tested, 0.073% active;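 active = inhibition at or above 25%, using the most active replicate where run in duplicate; inactive = inhibition below 25%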
Target sequence (Q9BYT3 whole entry, looked up): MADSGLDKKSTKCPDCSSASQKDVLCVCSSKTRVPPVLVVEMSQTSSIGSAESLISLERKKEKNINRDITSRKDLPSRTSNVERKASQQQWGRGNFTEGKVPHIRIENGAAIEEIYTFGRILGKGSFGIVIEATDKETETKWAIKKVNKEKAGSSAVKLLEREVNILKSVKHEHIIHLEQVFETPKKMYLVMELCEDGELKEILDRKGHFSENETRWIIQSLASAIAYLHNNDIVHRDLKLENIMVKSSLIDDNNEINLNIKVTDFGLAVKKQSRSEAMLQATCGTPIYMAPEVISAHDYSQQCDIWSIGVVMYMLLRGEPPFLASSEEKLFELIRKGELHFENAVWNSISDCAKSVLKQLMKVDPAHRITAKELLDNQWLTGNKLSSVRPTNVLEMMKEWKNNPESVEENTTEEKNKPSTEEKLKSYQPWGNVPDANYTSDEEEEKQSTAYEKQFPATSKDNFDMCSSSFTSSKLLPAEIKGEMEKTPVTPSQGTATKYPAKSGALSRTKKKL
* marks the source's active call; other numbers are inactive results; . = no result given.

SMILES	Kir21 inh	STK33 kinase inh
CN(C)CCn1c2c(c(SCC(=O)NCc3ccccc3)nc1=O)CCCC2	-1.3	-0.5
O=C(OCC(=O)N(C1CCCCC1)C1CCCCC1)c1ccc(Cl)nc1	.	0.6
CCCCCC(=O)NC(=S)Nc1ccc(N2CCOCC2)cc1	0.88	-1.3
CCc1cccc2c(C(=O)COC(=O)c3ccccc3)c[nH]c12	0.37	-1.0
C#CCOCCOCCOCCNc1nc(N2CCN(C(=O)C([C@@H](C)O)n3cc([C@@H](N)CCCCN)nn3)CC2)nc(N2CCN(C(=O)[C@H](CCCCN)n3cc([C@@H](N)CC(N)=O)nn3)CC2)n1 (stereo partly drawn)	.	1.3
COc1ccc(N=CC2=C(O)CC(C)(C)CC2=O)cc1	0.37	0.8
NC(=O)c1sc2cc(C(F)(F)F)cnc2c1-c1cccs1	0.35	0.2
O=C(NCCCNCc1ccccc1)c1ccc(/C=N/O)nc1	0.56	0.6
Cn1nc(C(C)(C)C)cc1C(=O)O	-0.07	1.1
O=C(Nc1ccccc1C(=O)NC(Cc1ccccc1)C(=O)O)c1ccco1 (stereo not drawn)	-0.66	0.6
CCn1c2ccccc2c2cc(NC(=O)c3ccc(C)c([N+](=O)[O-])c3)ccc21	-1	-0.7
Cc1noc(C)c1CSCC(=O)Nc1cc(S(=O)(=O)N2CCOCC2)ccc1OCC(F)(F)F	-0.79	-1.2
CC(=O)N(Cc1ccco1)c1nc(C(=O)Nc2ccc(Cl)cc2)c(C)s1	-0.4	5.1
O=C(NCc1cccc(Cl)c1)C1CCC(=O)N(CCN2CCOCC2)C1 (stereo not drawn)	0	-1.2
O=C(CSc1nc2ccc(Nc3nc(N4CCCC4)nc(N4CCCC4)n3)cc2s1)NCc1ccco1	-2.1	-0.1
Cc1ccc(N2/C(=N/c3nc(C)cc(C)n3)NC(=O)CC2C(=O)O)cc1 (stereo not drawn)	-2.2	-0.7
COc1ccc(-n2c(SCC(=O)Nc3nccs3)nc3sc4c(c3c2=O)CCN(C)C4)cc1	-0.71	-1.2
CC(=O)CC(=O)Nc1ccc2ccccc2c1	-0.19	-0.7
O=c1c2[nH]c3ccccc3c2ncn1Cc1ccco1	0.29	-1.7
CC1(C(=O)OCC(=O)NCc2ccc(Cl)cc2)CC1(Cl)Cl (stereo not drawn)	.	-0.5
Cc1cc(NC(=O)/C=C/c2cccc(F)c2)n(-c2nc3ccccc3[nH]2)n1	1	-1.0
CCOC(=O)c1ccc(NC(=O)c2nn(CC)cc2Br)cc1	1.8	-0.9
Cc1onc(NC(=O)NC(=O)c2ccccc2F)c1Br	0.02	-1.3
CC1(OC(=O)c2ccc(Cl)nc2)C(=O)C=C2C=C(c3ccc(C#N)cc3)OC=C2C1=O (stereo not drawn)	0.52	-0.5
COc1ccc(S(=O)(=O)NCC2CCCO2)cc1NC(=O)c1ccccc1F (stereo not drawn)	-0.51	0.1

Grouped by structure: the entries above with sulfur (eight)
SMILES	Kir21 inh	STK33 kinase inh
CN(C)CCn1c2c(c(SCC(=O)NCc3ccccc3)nc1=O)CCCC2	-1.3	-0.5
CCCCCC(=O)NC(=S)Nc1ccc(N2CCOCC2)cc1	0.88	-1.3
NC(=O)c1sc2cc(C(F)(F)F)cnc2c1-c1cccs1	0.35	0.2
Cc1noc(C)c1CSCC(=O)Nc1cc(S(=O)(=O)N2CCOCC2)ccc1OCC(F)(F)F	-0.79	-1.2
CC(=O)N(Cc1ccco1)c1nc(C(=O)Nc2ccc(Cl)cc2)c(C)s1	-0.4	5.1
O=C(CSc1nc2ccc(Nc3nc(N4CCCC4)nc(N4CCCC4)n3)cc2s1)NCc1ccco1	-2.1	-0.1
COc1ccc(-n2c(SCC(=O)Nc3nccs3)nc3sc4c(c3c2=O)CCN(C)C4)cc1	-0.71	-1.2
COc1ccc(S(=O)(=O)NCC2CCCO2)cc1NC(=O)c1ccccc1F (stereo not drawn)	-0.51	0.1

Next section:
SMILES	Kir21 inh	STK33 kinase inh
CC1c2ccsc2CCN1S(=O)(=O)c1cccs1 (stereo not drawn)	-6.2*	-2.1
C/C(=N/NC(=O)CNC(=O)COc1ccccc1)c1ccco1	0.03	0.5
Cc1cc(C)c([C@@H]2C[C@H]3CN(C4CCCC4)C(=O)[C@]34CCCN24)c(-n2cccn2)c1	-0.06	-0.5
O=C(OCC#CCSc1nnc(-c2ccccc2)o1)c1ccco1	-0.11	-1.8
Cc1ccc(OCC(O)CN2CCOCC2)cc1 (stereo not drawn)	-0.29	-1.3
O=C(CN1C(=O)c2cccc3cccc1c23)NCc1ccc2c(c1)OCO2	-0.2	.
C=CCn1c(CSCc2ccc(Cl)cc2)nnc1SCC(=O)NCc1ccccc1	-4.8*	-0.4
COC(=O)C1=C(C)NC(=O)C1(Nc1nccs1)C(F)(F)F (stereo not drawn)	-0.07	-1.9
CCOC(=O)C(Cc1ccccc1)NC(=O)Cn1nnc(-c2ccccc2)n1 (stereo not drawn)	0.89	-1.0
O=C(COc1ccc(F)cc1)N(Cc1ccco1)C1CCS(=O)(=O)C1 (stereo not drawn)	-0.01	0.3
COc1ccc(S(=O)(=O)N2CCCCCC2)cc1C(=O)N(C)CCOc1ccc(Cl)cc1	0.51	0.0
CCCN1CCC(=O)N(CCOc2ccccc2)CC1	-1.9	-0.6
CCC(OC(=O)c1cccs1)C(=O)NCc1ccc(C)cc1 (stereo not drawn)	1	1.6
O=C(COC(=O)C1CCN(S(=O)(=O)c2ccc3c(c2)OCCO3)CC1)Nc1cc(C(F)(F)F)ccc1Cl	1.1	-3.6
O=C(CSc1ccccc1)NC1CCCCCCC1	-0.06	-1.2
CC/C(=N\NC(=S)Nc1ccc(OC)cc1)c1ccc(OC(F)F)cc1	0.22	0.5
COc1ccc(CCNC(=O)CN2C(=O)CCSc3ccccc32)c(OC)c1	-0.33	0.5
O=C(CSc1nc2ccccc2s1)N1N=C(c2cccs2)CC1c1ccc(F)cc1 (stereo not drawn)	-0.92	-1.1
O=C(CSc1nnc(N2CCOCC2)n1-c1cccc(F)c1)N1CCN(c2ccccn2)CC1	.	-0.3
CCCCCCCCCCOC(=O)Cn1c(COc2cccc(OC)c2)[n+](C)c2ccccc21	-8.1*	8.8
O=c1cc(Cn2ccnc2)c2cc(O)ccc2o1	-1	-0.6
O=S(=O)(Nc1ccc2cn[nH]c2c1)c1ccc(Cl)cc1	-2.8	-0.3
COc1ccc(NC(=O)COc2ccc(/C=C/c3cc[n+](C)cc3)cc2OC)cc1	0.74	0.0
CC(=O)OC[C@]12CC[C@H]3[C@@](C)(CC[C@H]4C(C)(C)CCC[C@]34C)[C@@H]1C[C@@H](C1=CC(=O)O[C@@H]1OC(C)=O)O2	.	0.8
O=C(CN1C(=O)NC2(CCOc3ccccc32)C1=O)c1ccc[nH]1 (stereo not drawn)	0.13	-0.2

Whole records as entered above.
Shown for `CCC(OC(=O)c1cccs1)C(=O)NCc1ccc(C)cc1` (stereo not drawn) : Kir21 inh: 1; STK33 kinase inh: 1.6
Shown for `O=C(CSc1nc2ccccc2s1)N1N=C(c2cccs2)CC1c1ccc(F)cc1` (stereo not drawn) : Kir21 inh: -0.92; STK33 kinase inh: -1.1

More structures
SMILES	Kir21 inh	STK33 kinase inh
Cc1cc(Br)cc(/C=N/NC(=O)c2ccc3c(c2)OCO3)c1O	1.1	-2.1
CSc1cccc(CN2CCN(CCC(C)C)C(CCO)C2)c1 (stereo not drawn)	3.6	0.2
Cc1ccc2sc(NNC(=O)c3cc(-c4cccs4)nc4ccccc34)nc2c1C	-0.83	0.2
Cc1cc(C)c2nc(N3CCCC3)c(C#N)cc2c1	0.87	3.1
COc1ccc(CCC(=O)N(C)CC(=O)Nc2ccc(Cl)c(C(F)(F)F)c2)cc1	-0.81	1.7
O=C(Nc1c(Cl)ccc2nsnc12)c1cccnc1	-2.2	-3.3
COc1ccc(/C=N/Nc2nc(Nc3ccccc3)nc(N3CCCCC3)n2)c(OC)c1	-1.6	-1.1
CC(=O)Nc1cccc(NC(=S)Nc2ccc(F)cc2F)c1	0.22	-0.8
CCC(C)NCCOc1ccc(C(C)(C)c2ccccc2)cc1 (stereo not drawn)	-12*	0.1
COc1ccc(-c2cc(C(=O)N3CCCCC3)no2)cc1OC	0.04	0.1
CCCCN(C(=O)CNC(=O)c1cccs1)C(C(=O)NC1CCCC1)c1ccncc1 (stereo not drawn)	-1.1	-1.1
Cc1ccc(Cn2ccc(O)c(Cc3ccccc3)c2=O)cc1	0.13	-0.2
COc1ccccc1/C=N/N(C(C)=O)c1nc(-c2ccc(F)cc2)cs1	0.15	-2.5
CC(=O)Nc1ccc(S(=O)(=O)Nc2nc(CN3CCOCC3)nc3sc4c(c23)CCCC4)cc1	.	-1.2
C=CCC[C@@H](Cc1ccc(F)cc1)C(=O)OC[C@H](C)NC(=O)[C@@H](CC=C)CC(=O)N[C@@H](CO)Cc1ccccc1	.	0.7
COC(=O)C(Cc1ccccc1)NC(=O)c1ccc(NS(=O)(=O)c2ccc3[nH]c(=O)[nH]c3c2)cc1 (stereo not drawn)	.	-1.0
N#C/C(=N/Nc1ccccc1F)C(=N)N1CCOCC1	0.18	-1.2
O=C(Nc1ccc(Cl)cc1C(=O)NCc1cccnc1)c1ccco1	-1.2	1.1
COC(=O)Cc1c(C)c2ccc(OCC(=O)N3CCCC3)c(C)c2oc1=O	1.2	-1.9
CCCc1cc(NCCCn2ccnc2)n2nc(C)c(-c3ccccc3)c2n1	-5.8	-1.2
O=C(CCCn1c(=S)[nH]c2ccsc2c1=O)NCCc1ccccc1	-0.1	-0.3
COc1ccc(OC)c(NC(=O)c2ccno2)c1	-0.44	2.8
O=C(C1=C(O)C(=O)N(Cc2ccco2)C1c1cccc(Cl)c1)c1ccco1 (stereo not drawn)	0.59	0.5
COc1ccc(-n2nc(C(=O)NCC(=O)NC3CCCC(C)C3C)c3ccccc3c2=O)c(OC)c1 (stereo not drawn)	0	-3.0
CC(C(=O)NCc1ccco1)n1ccc2cc(S(=O)(=O)N3CCCCC3)ccc21 (stereo not drawn)	-0.96	0.8

Entries listed so far that contain a COOH group:
SMILES	Kir21 inh	STK33 kinase inh
Cn1nc(C(C)(C)C)cc1C(=O)O	-0.07	1.1
O=C(Nc1ccccc1C(=O)NC(Cc1ccccc1)C(=O)O)c1ccco1 (stereo not drawn)	-0.66	0.6
Cc1ccc(N2/C(=N/c3nc(C)cc(C)n3)NC(=O)CC2C(=O)O)cc1 (stereo not drawn)	-2.2	-0.7

(listing goes on)
SMILES	Kir21 inh	STK33 kinase inh
Oc1ccc(Cl)cc1C1=NNC(c2cccs2)C1 (stereo not drawn)	-0.87	-0.3
Cc1ccc(C(C(=O)NCC2CCCO2)N(C(=O)c2snc(C(N)=O)c2N)c2ccc(C)c(C)c2)o1 (stereo not drawn)	0.62	-0.4
CC1=NNC(=O)c2ccccc2O1	-0.04	-1.1
c1ccc(-c2nn[nH]n2)cc1	-0.12	-0.5
CCOC(=O)c1c(C)[nH]c(C(=O)N/N=C\c2ccccc2Cl)c1C	-0.24	-1.2
O=C(CCn1c(=O)oc2ccc(Cl)cc21)N1CCN(c2ccccc2)CC1	-0.3	-0.1
COc1cc(C)c(Cc2cnc(N)nc2N)cc1OC	-0.6	-1.5
COC(=O)c1ccc(C(=O)OC)c(NC(=O)COC(=O)C2CC2C)c1 (stereo not drawn)	-1.2	-0.6
COc1ccc(C(=O)c2oc3ccc(OC)cc3c2NC(C)=O)cc1	-1.4	.
CCC(CC)NC(=O)CN(c1ccccc1OC)S(=O)(=O)c1cccs1	1.1	-0.1
Cc1nn(C(C)C(=O)NC2CC2)c(=O)c2nn(-c3ccccc3)c(C)c12 (stereo not drawn)	-2.6	-1.5
COc1ccc2c3c([nH]c2c1)C1(NCC3)C(=O)Nc2ccccc21 (stereo not drawn)	1.5	-1.0
O=C(NCc1cccc(CNC(=O)Nc2cccc(O)c2)c1)Nc1cccc(O)c1	-1.3	-1.4
COCCCN(CCCN)Cc1ccco1	-0.25	-4.9
CC(C)C(=O)N1CCN(c2ccc(NC(=S)NC(=O)c3cc4ccccc4o3)cc2)CC1	-0.91	3.9
CC1(NC(=O)Nc2cccc(Br)c2)CCS(=O)(=O)C1 (stereo not drawn)	.	-0.4
O=C(c1cc(COc2c(F)cccc2F)on1)N1C[C@H]2CC[C@H]1C2	0.77	-0.5
Cn1ccc(C(=O)NC(=S)N2CCSCC2)n1	0.1	-0.4
Cc1ccn2c(=O)nc(SCC(=O)N3CCCc4ccccc43)nc2c1	-0.27	.
COc1ccc(NC(=O)c2cccc(N3C(=O)NC4CC3(C)Oc3ccccc34)c2)cc1 (stereo not drawn)	1.3	-1.6
CCCCn1c(SCC(=O)N2c3ccccc3Sc3ccccc32)nc2c1c(=O)n(C)c(=O)n2C	0.6	-0.6
CC(=O)NCC(=O)N(C)C(C(=O)Nc1ccc2c(c1)OCCO2)c1ccccc1 (stereo not drawn)	0.81	-0.9
CC1CCN(C(c2nnnn2CCc2ccccc2)C(C)C)CC1 (stereo not drawn)	-0.82	-0.6
O=C(Nc1ccccc1)N1CCCN(c2nccc(C(F)(F)F)n2)CC1	-1.4	-0.5
COc1ccc(C2=NO[C@@H]3C(=O)N(C4CCCCC4)C(=O)[C@H]23)cc1OC	1.3	-1.3

Other structures follow:
SMILES	Kir21 inh	STK33 kinase inh
CC(C)Cn1c(SCC(=O)N2CCN(C(=O)c3ccco3)CC2)nc2ccccc2c1=O	-0.05	0.9
O=C(Oc1ccc(N(Cc2cccs2)C2=NS(=O)(=O)c3ccccc32)cc1)c1ccccc1Cl	-1.9	-0.6
Cc1nnc2ccc(N3CCN(C(=O)c4ccccc4)CC3)nn12	-1	-1.3
COc1ccc2[nH]c(=O)c(CN(CCO)S(=O)(=O)c3c(C)ccc4nsnc34)cc2c1	0.07	0.4
COc1ccc(N)c2c1C(=O)c1ccccc1C2=O	2.2	7.5
COc1ccc(-c2csc(N3CCN(c4cc5c(cc4Cl)nc(-c4ccncc4)n5CCOCCO)CC3)n2)cc1	1.4	-1.5
